# RAM inhibit – blocks the yeast RAM network; S. cerevisiae dse1pr::URA3 reporter, 5-FOA growth OD615, 2 d; analog-sensitive cbk1-as2 kinase mutant strain; inhibition, % at 50 µM; 190,000 tested, 1.8% active; AID 868;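 active = inhibition above a set limit, 3 SD over mean compound inhibition, cut at about 8.4% in these data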;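 also: 0% = DMSO-only wells with no growth and 100% = 10 µM 1-NA-PP1 full growth; inhibition rescues growth on 5-FOA so higher OD means more RAM inhibition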
# Hsp70 activator – transcriptional activators of Hsp70; activation, % at 10 µM; 200,000 tested, 0.04% active; HeLa Hsp70 promoter luciferase reporter, luminescence; scaled: vehicle 0, proteasome-inhibitor control 100%;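 active = activation above the mean across all tested compounds plus 3 SD, cutoff set per campaign, cut at about 5.5% in these data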;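 also: 100% = MG132 at 30 µM as the positive control and 0% = DMSO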
# FLuc inh counter – Photinus pyralis luciferase inhibition counter-screen. AID 1006. inhibition, % at 10 µM. P08659. 200,000 tested, 1.5% active. ATPLite firefly luciferase biochemical luminescence, 10 min;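 active = inhibition above about 50% when tested at 10 µM, limit read from the data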
# Target sequence (P08659 whole entry, looked up): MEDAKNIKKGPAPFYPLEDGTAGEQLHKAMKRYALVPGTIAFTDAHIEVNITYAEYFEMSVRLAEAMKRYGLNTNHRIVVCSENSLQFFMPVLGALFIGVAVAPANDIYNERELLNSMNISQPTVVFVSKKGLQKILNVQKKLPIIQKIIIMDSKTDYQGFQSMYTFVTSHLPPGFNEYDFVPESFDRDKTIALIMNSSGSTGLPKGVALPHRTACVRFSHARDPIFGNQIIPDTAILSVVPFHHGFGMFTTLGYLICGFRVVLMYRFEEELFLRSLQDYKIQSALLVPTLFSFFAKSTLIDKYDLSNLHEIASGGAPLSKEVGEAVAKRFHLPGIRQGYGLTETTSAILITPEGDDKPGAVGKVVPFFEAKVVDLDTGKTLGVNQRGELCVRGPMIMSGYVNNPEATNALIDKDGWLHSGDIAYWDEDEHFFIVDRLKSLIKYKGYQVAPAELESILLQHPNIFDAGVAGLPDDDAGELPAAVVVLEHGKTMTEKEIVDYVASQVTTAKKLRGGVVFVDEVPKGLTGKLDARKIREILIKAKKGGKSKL
# APP 5UTR inh – APP translation inhibition. SH-SY5Y APP 5'UTR-luciferase reporter, luminescence. inhibition, % at 2 µM. 190,000 tested, 0.82% active. AID 1285;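 active = inhibition above a set limit, derived from the sample mean plus 3 SD, cut at about 45% in these data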; also: values of inactives mirror those of a sister screen read the other way
# NF-kB neuron act – compounds increasing NF-kB expression in human neuronal cells; NF-kB reporter expression; hits give high values; fold change at 12.5 µM; 190,000 tested, 1.6% active; AID 1239; in the data active = fold change above about 3.3
# APP 5'UTR act – activates APP 5'UTR luciferase reporter; SH-SY5Y APP 5'UTR luciferase reporter, luminescence; zero percent = DMSO vehicle wells; activation, % at 2 µM; 190,000 tested, 1% active;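 active = activation above a set limit, based on mean plus 3 SD of controls, cut at about 140% in these data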; also: values of inactives mirror those of a sister screen read the other way
# STAT3 inh – reduces IL-6 driven STAT3 reporter signal. U3A cells, IL-6 STAT3-luciferase reporter, luminescence; host cell line lacks STAT1. inhibition, % at 5.5 µM. 190,000 tested, 0.89% active. AID 862;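 active = inhibition above the mean inhibition across all screened compounds plus 3 SD, cut at about 44% in these data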;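 also: 0% = DMSO only wells and 100% = 100 µM nifuroxazide control wells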
# STAT1 blocker – inhibitors of IFN-gamma induced STAT1 signaling | NIH 3T3 STAT1-luciferase reporter, luminescence | inhibition, % at 5.5 µM | 200,000 tested, 0.35% active;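 active = inhibition above a set limit, the mean inhibition across all tested compounds plus 3 SD, cut at about 34% in these data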;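 also: 0% = IFN-gamma with DMSO and 100% = IFN-gamma with 300 µM nifuroxazide; values of inactives mirror those of a sister screen read the other way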
# STAT1 act – STAT1 signaling activation; 200,000 tested, 2.6% active; activation (% of control), % at 5.5 µM; NIH 3T3 STAT1-luciferase reporter, IFN-gamma, luminescence; 100% = IFN-gamma alone, no compound;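 active = activation above the screen-wide mean activation plus 3 SD, cut at about 130% in these data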;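 also: raw ratio to IFN-gamma control signal so 100% means no change and 0% no light; values of inactives mirror those of a sister screen read the other way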
# STAT3 activator – STAT3 signaling activation. 190,000 tested, 0.91% active. U3A cells, IL-6 STAT3-luciferase reporter, luminescence; 100% = signal with IL-6 EC80 alone. AID 871. activation (% of control), % at 5.6 µM;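 active = activation above the screen-wide mean of compound activation plus 3 SD, cut at about 130% in these data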;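 also: 0% = background luminescence of wells with medium and substrate only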
#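 Test system: Human STAT1-deficient U3A cells with stable STAT3-luciferase reporter | Also added: Interleukin-6, 33 ng/mL | Timing: Compound pre-incubation 1 h before IL-6, then 6 h stimulation at 37 °C | Technique: Luciferase reporter luminescence | Read-out: Percent of IL-6-only median luminescence | Benchmarks: IL-6-only wells as 100% reference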
# * hit, by the source's call; / = no result given.
SMILES,RAM inhibit,Hsp70 activator,FLuc inh counter,APP 5UTR inh,NF-kB neuron act,APP 5'UTR act,STAT3 inh,STAT1 blocker,STAT1 act,STAT3 activator
Cc1ccc(CNC(=O)C2CCN(S(=O)(=O)N3CCOCC3)CC2)cc1,-0.4,0.0,-9,22,0.97,-22,-2,10,91,104
COc1ccc(N2CCN(C(=O)COc3ncnc4ccccc34)CC2)cc1,3.0,-0.3,0,7,0.97,-7,3,2,98,101
CCC(C)(C)NC(=O)C(c1ccco1)N(C(=O)c1csnn1)c1cccc(F)c1 (configuration not stated),2.0,0.0,-8,12,1.1,-12,-8,1,99,111
COc1ccc(C(=O)CSc2nnc(NC(=O)C3CC(=O)N(c4cccc(OC)c4)C3)s2)cc1 (configuration not stated),7.6,-0.1,-9,-9,0.99,9,8,-4,103,95
CCOC(=O)N1CCN(CC(O)COCc2ccc(Cl)cc2)CC1 (configuration not stated),1.4,-0.2,-7,4,1.2,-4,-10,-2,102,110
CCN(CC)c1ccc(/C=N/NC(=O)Nc2ccccc2)cc1,1.0,0.1,27,-80,/,80,-13,-71,162*,116
CCOc1ccc2nc(SCC(=O)NCc3ccc(OC)c(OC)c3)[nH]c2c1,3.8,-0.3,-4,-34,1.1,34,1,0,100,104
CCc1c(C)c(C#N)c2nc3ccccc3n2c1NCCN(C)C,1.2,0.0,-2,-3,1.7,3,-3,7,93,106
COCCNC(=O)C1CCC(=O)N(c2ccc(OC)cc2)C1c1ccc(OC)c(OC)c1 (configuration not stated),1.4,-0.3,-7,-3,0.93,3,5,3,97,101
CCOC(=O)C1=C(C)NC(=O)NC1c1ccc(OC(C)C(=O)O)c(OC)c1 (configuration not stated),1.6,-0.1,-7,-8,1.1,7,-1,2,98,104
Cc1cccc2c(C(=O)Nc3ccc(Br)cc3)cc(-c3ccccn3)nc12,5.4,0.1,0,-6,1.2,6,0,3,95,104
CC(=O)Nc1ccccc1OC(=O)N1CCOCC1,2.9,-0.3,-3,-9,0.89,9,5,3,97,97
O=C(CNC(=O)c1cccc(Br)c1)N/N=C/c1cn[nH]c1-c1ccccc1,0.3,-0.1,-4,3,1.1,-3,-4,4,96,101
COc1ccc(Cc2cnc(N)s2)cc1,-0.6,-0.2,-3,13,1.2,-13,-6,-7,105,108
COC(=O)C1=C(CSc2nc3c(cc2C#N)CN(C)CC3)OC(N)=C(C#N)C1c1ccc(F)cc1 (configuration not stated),1.1,-0.1,-8,20,1.1,-20,3,10,94,100

# Arranged by SMILES length (high to low): some entries from above
SMILES,RAM inhibit,Hsp70 activator,FLuc inh counter,APP 5UTR inh,NF-kB neuron act,APP 5'UTR act,STAT3 inh,STAT1 blocker,STAT1 act,STAT3 activator
CCOC(=O)N1CCN(CC(O)COCc2ccc(Cl)cc2)CC1 (configuration not stated),1.4,-0.2,-7,4,1.2,-4,-10,-2,102,110
CCN(CC)c1ccc(/C=N/NC(=O)Nc2ccccc2)cc1,1.0,0.1,27,-80,/,80,-13,-71,162*,116
CC(=O)Nc1ccccc1OC(=O)N1CCOCC1,2.9,-0.3,-3,-9,0.89,9,5,3,97,97

# Remaining list, next part:
SMILES,RAM inhibit,Hsp70 activator,FLuc inh counter,APP 5UTR inh,NF-kB neuron act,APP 5'UTR act,STAT3 inh,STAT1 blocker,STAT1 act,STAT3 activator
O=C(CSc1nc(-c2ccccc2)cs1)Nc1ccccc1[N+](=O)[O-],13*,-0.4,-1,-9,0.94,9,-11,4,96,109
CN(CCO)c1cc(N2CCC3(CC2)OCCO3)c2nonc2c1[N+](=O)[O-],-0.5,-0.4,-7,9,0.92,-9,9,-1,101,92
COCCn1c(Cc2ccccc2)nnc1SCC(=O)NC(C)(C)C,1.6,-0.4,-5,3,1,-3,5,-4,103,101
COc1cccc(CN(CC2CCCO2)S(=O)(=O)c2ccc(S(=O)(=O)N(C)C)cc2)c1 (configuration not stated),4.5,-0.1,3,-5,0.93,5,7,7,94,98
CSc1ncccc1C(=O)OCC(=O)NC(N)=O,1.8,0.1,-4,8,1.1,-8,1,0,100,104
Cc1ccc([N+](=O)[O-])cc1N(CC(=O)NCC1CCCO1)S(C)(=O)=O (configuration not stated),-0.3,-0.1,3,-6,/,6,2,3,97,103
CCCCNC(=S)NCCN1CCN(C(=S)NCCCC)CC1,1.4,-0.1,-8,-2,0.94,2,5,4,96,100
O=C(CSc1ncnc2c1oc1ccccc12)c1cccs1,3.6,-0.5,-7,-31,1.4,31,-7,-14,112,109
CCOc1ccccc1CN1CCN(Cc2cccc3c2OCO3)CC1CCO (configuration not stated),2.0,0.0,-1,5,0.91,-5,3,2,97,99
Cc1ccc(C)c(N2CCN(C(=O)CCCN3C(=S)NC(C)(C)CC3C)CC2)c1 (configuration not stated),0.8,-0.3,-5,-1,1.2,1,20,9,92,83
CC1=C(C(=O)Nc2cccc(C)n2)C(c2ccc3c(c2)OCO3)C2=C(CC(c3ccco3)CC2=O)N1 (configuration not stated),1.0,-0.2,-5,-5,0.45,5,6,9,86,98
CCO[C@H]1OC(C(N)=O)=C[C@@H](c2ccccc2)[C@@H]1CCCO,0.5,0.1,0,-4,1.1,4,/,3,99,/
CC1=C(C#N)C(Nc2ccc(Cl)cn2)(C(F)(F)F)C(=O)N1 (configuration not stated),0.3,-0.2,-1,8,0.9,-8,1,-1,101,102
COc1ccc(-n2nnnc2SCC(=O)Nc2ccccc2N2CCOCC2)cc1,1.2,-0.1,0,-11,1.1,11,-5,4,97,107
O=C(NCc1cccs1)C1CC(=O)N(C2CCCC2)C1 (configuration not stated),0.3,-0.5,-6,17,0.91,-17,4,6,94,101
CCOC(=O)c1sc(=S)n(-c2ccc(C)cc2)c1N,1.9,0.0,-5,12,1.1,-12,13,4,96,99
O=C(O)CSc1nnc(-c2ccncc2)n1CCc1ccccc1,0.3,-0.5,0,4,0.89,-4,2,3,97,100
Cc1ccc(C)c2[nH]c(=O)c(CN(Cc3nnnn3C3CCCCC3)CC3CCCO3)cc12 (configuration not stated),0.1,0.1,5,-4,0.95,4,4,-7,106,103
O=c1[nH]ncc(N/N=C\c2cccs2)c1Cl,0.8,-0.2,0,-6,1.2,6,29,13,87,78
O=C(CCc1ccccc1)NN1C(=O)C2C3C=CC(O3)C2C1=O (configuration not stated),2.0,-0.3,-3,-6,1.1,6,0,3,98,102
O=C(CN1CCN(Cc2ccccc2F)C1=O)NCCN1CCOCC1,0.2,/,-5,7,1.1,-7,/,/,/,/
Cc1ccc(CN2CCN(/N=C/c3cccnc3)CC2)cc1,0.6,-0.1,-3,-3,1.1,3,-1,7,93,97
N#Cc1nc(-c2ccco2)oc1N1CCN(c2ccccc2)CC1,6.0,0.0,-1,1,1.5,-1,25,-10,109,81
Cc1sc(NC(=O)CSc2nnc3scc(-c4ccccc4)n23)c(C#N)c1C,3.0,-0.5,-7,-14,1.2,14,3,-1,101,101
CCOC(=O)c1cnn(-c2ccccc2)c1NC(=O)c1cccs1,1.3,-0.1,-10,15,1,-15,7,-4,103,96
CN(C)c1ccc(-c2noc(C3CCN(S(=O)(=O)c4cccc(Cl)c4)CC3)n2)cc1,3.5,-0.3,-2,-5,0.75,5,1,-6,104,105
COc1cc(N=Nc2c(C)n(C)n(-c3ccccc3)c2=O)ccc1N,7.4,-0.1,-2,6,1.4,-6,8,-3,102,95
O=C(O)c1cc2c(cc1Cl)N1CCCCCC1=NS2(=O)=O,1.4,-0.4,-3,-13,0.94,13,-3,-7,107,103
COc1cc(/C=C2\C(=O)N(C)C(=S)N2C)ccc1O,1.9,-0.1,-4,-3,1.3,3,29,4,96,78
CC(=O)C1=C(O)C(=O)N(Cc2cccnc2)C1c1ccc(C(C)C)cc1 (configuration not stated),2.0,-0.2,-4,-13,1.1,13,-1,-9,107,106
COc1nc(NCCN2CCOCC2)nc(Nc2ccc([N+](=O)[O-])cc2)n1,-0.7,-0.3,-2,42,0.95,-42,14,-5,104,94
COc1cc(CNCc2cccnc2)ccc1OCc1ccccc1,2.1,-0.1,-2,-19,1.7,19,5,-10,109,102
Cc1cccc(Nc2nnc(SCc3cn4ccsc4n3)s2)c1,1.5,-0.4,2,1,2.6,-1,16,-1,101,91
COc1ccc(C2C(C(=O)N3CCN(c4ccccn4)CC3)CCC(=O)N2c2cc(OC)c(OC)c(OC)c2)cc1 (configuration not stated),-0.5,-0.1,-9,-16,1,16,-2,6,94,106
Fc1ccccc1COc1ccc2ccccc2c1CNc1nn[nH]n1,4.4,-0.1,-8,-9,1.1,9,8,4,98,97
CN(C)c1ccc(C(=S)N2CCN(c3ccccc3)CC2)cc1,0.7,-0.2,-11,-35,1,35,3,2,98,99
O=C(CN1CCN(c2ncc(C(F)(F)F)cc2Cl)CC1)NCCNc1ncc(C(F)(F)F)cc1Cl,3.3,-0.3,-1,/,0.92,/,-4,0,93,103
CC(=O)NC(CCS(C)(=O)=O)C(=O)Nc1ccc(C)c(F)c1 (configuration not stated),0.4,-0.3,-6,-7,1.2,7,2,-6,105,102
COc1ccccc1/C=C(/CC(=O)NCc1ccc(F)cc1)c1nc2ccccc2s1,2.1,-0.3,-3,-6,1,6,-37,10,91,136*
COc1ccc(Cl)cc1-c1nc(SCC(=O)N(C)CCC#N)n[nH]1,-0.4,-0.1,-4,7,1,-7,4,-9,109,104
Cc1ccc(S(=O)(=O)N2CCC(C(=O)NNC(=O)C3CC3)CC2)cc1Cl,-0.5,-0.1,-6,-6,1.3,6,1,3,96,102
NS(=O)(=O)c1ccc(CCNC(=O)C(=O)NCC2OCCN2C(=O)c2ccc3c(c2)OCO3)cc1 (configuration not stated),3.1,-0.1,-6,13,0.9,-13,6,-3,100,100
COCCCn1c(C)csc1=Nc1cccnc1,0.4,-0.4,-4,/,0.92,/,-3,7,94,103
N#Cc1cnn2c1nc(N1CCCCC1)c1ccccc12,5.3,-0.5,-4,-4,0.93,5,-5,-1,101,113
COc1cccc(OCC(=O)NNC(=O)c2ccc(-c3ccccc3)cc2)c1,2.8,-0.2,1,16,0.89,-16,-5,4,97,105
O=S(=O)(NCc1ccco1)c1ccc(Cl)nc1,2.7,0.0,-2,5,1.1,-5,-4,-4,103,104
CCOc1ccc(S(=O)(=O)N(C)c2ccc(OCC(=O)N3c4ccc(C)cc4C4CN(C)CCC43)cc2)cc1 (configuration not stated),1.1,0.2,-4,-15,1,15,5,8,92,106
O=C(CN1CCN(c2ccc(Cl)cc2)CC1)NCc1ccccc1,0.0,0.0,-4,-10,0.91,10,6,-3,102,106
O=C(c1cnc2sccn2c1=O)N1CCc2ccccc2C1,0.6,-0.3,4,1,1.7,-1,-2,-3,102,105
COc1ccc2[nH]cc(C(=O)CN3CCCCC3)c2c1,0.8,0.0,-9,-12,0.98,12,6,8,93,98
Cc1nonc1C1CCCN1C(=O)c1cc(COc2ccc(F)cc2F)on1 (configuration not stated),3.0,-0.1,-2,-101,2.7,101,-11,-78,168*,114
CCC/C=N/NC(=O)c1cc(Br)ccc1O,1.1,-0.1,5,4,1.3,-4,-1,14,87,100
CCOC(=O)CSc1nc(N(C)C)nc(N(C)C#N)n1,0.2,-0.4,1,-6,1.1,6,12,6,94,92
CS(=O)(=O)NCCSCc1ccco1,1.4,0.0,-4,1,1.2,-1,12,6,95,91

# Screening data as filed in PubChem.

# No enrichment for hits (roughly 7.7% active in at least one column).
